Source: PubChem
Prostate diff – activators of LNCaP prostate cell differentiation, primary screen, flow cytometry side scatter; 4 d; side scatter shift, % at 10 µM; 24,000 tested, 0.56% active;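 active means side scatter shift above 30%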;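 further: androgen-responsive LNCaP prostate cancer cells in charcoal-stripped serum medium; percent of cells past a gate set so DMSO wells show 10% shift; higher shift means more granular cells and more differentiation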
Autofluor Jurkat – compound autofluorescence on Jurkat cells, primary screen, artefact control for VLA-4 allosteric ligand project, cell-based, flow cytometry; hits give high values; 1 = vehicle-only cell background; fluorescence ratio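 (tested at 10 µM compound in the well)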; 24,000 tested, 0.61% active;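 active means fluorescence ratio above 2.44, which is 1 plus 3 SD of all ratios; inconclusive means signal too bright to measure linearly, ratio around 10 or more; inactive means fluorescence ratio below 2.44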;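 further: green fluorescence of cells measured with 488 nm excitation and 530 nm emission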
VLA-4 allo ag – enhancers of LDV-FITC binding to VLA-4 integrin, primary screen, Jurkat cells, flow cytometry. 24,000 tested, under 10 active. activation, % at 10 µM (by protocol);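 active means fluorescent ligand binding to cells raised by more than 40% of the manganese-induced maximum; inconclusive means compound's own fluorescence above 85% of the ligand control signal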;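 further: 0% = ligand binding without compound and 100% = manganese-stimulated maximal binding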
Target sequence (P13612 whole entry, looked up): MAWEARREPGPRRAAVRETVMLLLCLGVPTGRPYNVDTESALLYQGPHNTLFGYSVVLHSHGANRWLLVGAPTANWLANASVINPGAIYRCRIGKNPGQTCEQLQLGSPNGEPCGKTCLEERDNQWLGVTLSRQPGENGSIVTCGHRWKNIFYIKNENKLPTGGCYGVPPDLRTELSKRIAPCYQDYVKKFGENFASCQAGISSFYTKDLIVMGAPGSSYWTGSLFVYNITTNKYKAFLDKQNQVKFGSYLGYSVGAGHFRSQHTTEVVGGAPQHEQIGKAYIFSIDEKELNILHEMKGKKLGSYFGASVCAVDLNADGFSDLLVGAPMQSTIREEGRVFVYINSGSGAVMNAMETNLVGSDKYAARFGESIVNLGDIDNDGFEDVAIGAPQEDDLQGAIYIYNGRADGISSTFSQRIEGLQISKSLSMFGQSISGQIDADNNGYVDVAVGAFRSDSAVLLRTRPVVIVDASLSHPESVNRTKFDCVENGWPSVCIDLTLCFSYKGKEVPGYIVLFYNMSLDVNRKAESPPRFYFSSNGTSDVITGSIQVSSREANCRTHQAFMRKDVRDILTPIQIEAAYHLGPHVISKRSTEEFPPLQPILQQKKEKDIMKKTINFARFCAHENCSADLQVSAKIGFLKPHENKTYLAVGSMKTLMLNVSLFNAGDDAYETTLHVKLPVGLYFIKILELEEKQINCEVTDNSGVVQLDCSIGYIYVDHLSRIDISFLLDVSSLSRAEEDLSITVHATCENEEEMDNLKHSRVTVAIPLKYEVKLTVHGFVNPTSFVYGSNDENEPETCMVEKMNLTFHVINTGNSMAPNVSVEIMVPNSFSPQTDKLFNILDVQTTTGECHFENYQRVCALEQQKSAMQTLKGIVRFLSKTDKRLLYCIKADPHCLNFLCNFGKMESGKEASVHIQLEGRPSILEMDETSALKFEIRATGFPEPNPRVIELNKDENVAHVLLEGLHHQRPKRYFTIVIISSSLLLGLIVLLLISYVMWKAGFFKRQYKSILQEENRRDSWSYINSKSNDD
VLA-4 antagonist – inhibitors of LDV-FITC binding to Mn2+-activated VLA-4, primary screen, Jurkat cells | Integrin alpha-4 (Homo sapiens), P13612 | LDV-FITC binding with Mn2+, flow cytometry; 100% = Mn2+-driven binding gain fully reversed | inhibition, % at 10 µM (by protocol) | 24,000 tested, 0.2% active | AID 529, 2006;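 active means inhibition above 50%; inconclusive means compound itself fluorescent, judged against control cell fluorescence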;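 further: 0% = Mn2+ stimulated cells lacking compound and 100% = ligand binding without Mn2+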
* marks the source's active call; other numbers are inactive results; ? = inconclusive. Not all compounds are listed, so the mix of outcomes need not match the whole.

SMILES	Prostate diff	Autofluor Jurkat	VLA-4 allo ag	VLA-4 antagonist
O=C(NCCCn1ccnc1)c1noc2c1CCc1ccccc1-2	9	1.1	2	4
CCOC(=O)c1nnn(CC(=O)Nc2cc(F)ccc2F)c1C(=O)OCC	1	1	-1	4
Cc1ccccc1N(C)S(=O)(=O)c1ccc2[nH]cc(C(=O)NCC3CCCO3)c(=O)c2c1 (configuration not stated)	4	1.1	-1	3
CCOC(=O)CSc1nnc(CNC(=O)c2cccs2)n1Cc1ccccc1	7	1	1	4
COc1cc2c(C#N)c(N3CCN(c4ccccc4OC)CC3)nc(N)c2c(N)n1	14	1.1	-6	-4
CCOC(=O)c1sc2ncnc(N3CCN(C(=O)OCC)CC3)c2c1C	10	1.2	2	-7
CN1CCN(c2nc(Nc3cccc(C(F)(F)F)c3)nc(N3CCOCC3)n2)CC1	26	1.1	-5	19
COc1ccc(C2C(C(=O)Nc3ccccn3)=C(C)Nc3ncnn32)c(OC)c1 (configuration not stated)	1	1	-2	-7
CCn1c(SCC(=O)c2ccc(OC)cc2)nnc1C(C)NC(=O)c1ccc(OC)cc1 (configuration not stated)	7	1.1	4	-20
CC(C)OCCCNC(=O)CCN1C(=O)COc2ccccc21	4	0.9	7	6
COC(=O)/C=c1\sc2ncnn2c1=O	0	1.1	-3	-8
Cc1cccc2sc(NC(=O)CCNS(=O)(=O)c3cccc4nonc34)nc12	6	1.3	2	-18
CCCCC(=O)NCCc1cc2c(OC)ccc(OC)c2[nH]c1=O	12	1.1	1	-16
CCOc1ccc(S(=O)(=O)N2CCN(c3ccc(C)cc3C)CC2)cc1	3	1.1	-5	-1
CSc1nccn1CC(=O)Nc1ccc(F)cc1	8	0.94	9	-9
Cn1ncc(Br)c1C(=O)Nc1ccc(Cl)cn1	13	1.1	0	-17
CCOc1ccc(NC(=O)C(CC)NC(=O)c2ccccc2CO)cc1 (configuration not stated)	12	1	0	-32
CCn1c(SCC(=O)Nc2nc3ccc(C)cc3s2)nc2c(c1=O)SC(C)C2 (configuration not stated)	2	1	-9	16
CCOc1cc(N2CCOCC2)c(OCC)cc1NC(=O)CSc1cccc[n+]1[O-]	7	1	?	?
O=S(=O)(NCC1CCCO1)c1cccc(C(F)(F)F)c1 (configuration not stated)	18	1.1	4	3
COC(=O)CCC(=O)c1oc2ccccc2c1NC(=O)CCCN1C(=O)c2ccccc2C1=O	11	0.99	-1	-9
C/C=C/c1ccc(OCCn2cncn2)c(OC)c1	10	1.1	?	?
COc1ccc(Oc2nc(Oc3ccc(OC)cc3)nc(Oc3ccc(OC)cc3)n2)cc1	12	1	2	5
COc1ccc(OC)c(NC(=O)c2nnn(Cc3ccc(Br)cc3F)c2N)c1	8	1	-6	4

Laid out differently: entries from further up
Every second line gives: Prostate diff, Autofluor Jurkat, VLA-4 allo ag, VLA-4 antagonist
- CCn1c(SCC(=O)Nc2nc3ccc(C)cc3s2)nc2c(c1=O)SC(C)C2 (configuration not stated)
  2, 1, -9, 16
- CCOc1cc(N2CCOCC2)c(OCC)cc1NC(=O)CSc1cccc[n+]1[O-]
  7, 1, ?, ?

Sorted by molecular weight (high to low): three of the compounds above.
SMILES	Prostate diff	Autofluor Jurkat	VLA-4 allo ag	VLA-4 antagonist
CCOc1cc(N2CCOCC2)c(OCC)cc1NC(=O)CSc1cccc[n+]1[O-]	7	1	?	?
CCn1c(SCC(=O)Nc2nc3ccc(C)cc3s2)nc2c(c1=O)SC(C)C2 (configuration not stated)	2	1	-9	16
C/C=C/c1ccc(OCCn2cncn2)c(OC)c1	10	1.1	?	?

Retrieved one by one from above (five):
SMILES	Prostate diff	Autofluor Jurkat	VLA-4 allo ag	VLA-4 antagonist
CCn1c(SCC(=O)Nc2nc3ccc(C)cc3s2)nc2c(c1=O)SC(C)C2 (configuration not stated)	2	1	-9	16
CCOc1cc(N2CCOCC2)c(OCC)cc1NC(=O)CSc1cccc[n+]1[O-]	7	1	?	?
COc1ccc(Oc2nc(Oc3ccc(OC)cc3)nc(Oc3ccc(OC)cc3)n2)cc1	12	1	2	5
O=S(=O)(NCC1CCCO1)c1cccc(C(F)(F)F)c1 (configuration not stated)	18	1.1	4	3
CCOc1ccc(NC(=O)C(CC)NC(=O)c2ccccc2CO)cc1 (configuration not stated)	12	1	0	-32

Additional compounds
Codes – A = Prostate diff; B = Autofluor Jurkat; C = VLA-4 allo ag; D = VLA-4 antagonist
COc1ccc(-n2nc(C(=O)NCc3ccco3)c3c4ccccc4n(C)c3c2=O)cc1Cl
  A = 15; B = 1.1; C = -1; D = -6
Cc1noc(C)c1S(=O)(=O)N1CCCC(C(=O)N2CCc3ccccc3C2)C1 (configuration not stated)
  A = 5; B = 1; C = 0; D = -1
O=C(O)c1ccc(CSc2nnc(-c3ccco3)o2)cc1
  A = 7; B = 1.2; C = -8; D = -6
c1cn(CC2(Cn3ccnc3)COC2)cn1
  A = 15; B = 1; C = 6; D = -12
Cc1nc2ccc3nc(NC(=O)c4ccc5c(c4)OCCO5)sc3c2s1
  A = 6; B = 1; C = -17; D = -13
COc1ccc2c(c1OC)C(=O)O[C@@H]2[C@H]1c2c(cc3c(c2OC)OCO3)CCN1C
  A = 4; B = 1; C = 16; D = -24
Cc1oc(-c2ccccc2F)nc1CS(=O)CC(=O)NCc1cccs1 (configuration not stated)
  A = 15; B = 0.89; C = ?; D = ?
CC(=O)c1cccc(NC(=O)Nc2cccs2)c1
  A = 4; B = 1.1; C = -3; D = 6
CC(C)(C)c1[nH]nc2c1C(c1ccccc1OC(=O)N1CCOCC1)C(C#N)=C(N)O2 (configuration not stated)
  A = 4; B = 1; C = -3; D = -3
Cc1nn(C)c(C)c1S(=O)(=O)N1CCCC(C(=O)NC2CCCCCC2)C1 (configuration not stated)
  A = 4; B = 1; C = 2; D = 13
Cc1cc(S(=O)(=O)Nc2cccnc2)c(C)s1
  A = 8; B = 0.97; C = 11; D = -38
Cc1oc(-c2ccccc2F)nc1CS(=O)(=O)CC(=O)NCCCc1ccccc1
  A = 2; B = 0.96; C = 0; D = 16
Cc1ccc(C)n1CCN1CCN(C(=O)c2ccco2)CC1
  A = 14; B = 1.1; C = 0; D = -7
CCOC(=O)c1nnn(CC(=O)Nc2ccccc2OC)c1C(=O)OCC
  A = 9; B = 0.74; C = 6; D = -1
CCOC(=O)N1CCN(C(=O)c2cc(C)no2)CC1
  A = 5; B = 0.96; C = 4; D = 23
CCc1ccc(C=NC23CN4CN(CN(C4)C2)C3)s1
  A = 2; B = 1; C = 7; D = -33
COC(=O)c1cc(=O)nc2sc(-c3cccs3)nn12
  A = 7; B = 1.2; C = -1; D = -4
Cc1cc(C)cc(NC(=O)CSc2nnc(Cn3c(=O)sc4ccccc43)n2C)c1
  A = 9; B = 0.82; C = ?; D = ?
COc1cccc(-c2nn(C)c3sc(C(=O)NCc4ccccn4)cc23)c1
  A = 3; B = 1.2; C = -4; D = 21
CC1Cc2ccccc2N1C(=O)CSc1nc2ccccc2n1CC(=O)N1CCOCC1 (configuration not stated)
  A = 5; B = 0.98; C = -1; D = -20
CC(C)C(NS(=O)(=O)c1cccs1)C(=O)NCCN1CCN(c2ccccc2)CC1 (configuration not stated)
  A = 23; B = 1; C = 6; D = -19
COc1ccc(C2C(C(=O)N3CCOCC3)CCC(=O)N2c2cc(OC)c(OC)c(OC)c2)cc1 (configuration not stated)
  A = 2; B = 0.96; C = 10; D = -25
CCOC(=O)N1CCC2(CC1)CC(=O)c1cc(O)ccc1O2
  A = 11; B = 0.9; C = 12; D = -27
Cn1nnnc1SCC(=O)NC1CCCCC1
  A = 8; B = 0.91; C = 2; D = -18
